Screening data: PubChem, NMMLSC
Bim-Bcl-W = human Bim-Bcl-W interaction inhibition | bead-based flow cytometry, Bim peptide-Bcl-W binding | inhibition, % at 10 µM | actives 0.02% (n = 190,000);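 note: 0% = bound tracer without compound and 100% = peptide blocker; higher means less fluorescent Bim peptide bound to Bcl-W beads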
Target sequence (Q92843 whole entry, looked up): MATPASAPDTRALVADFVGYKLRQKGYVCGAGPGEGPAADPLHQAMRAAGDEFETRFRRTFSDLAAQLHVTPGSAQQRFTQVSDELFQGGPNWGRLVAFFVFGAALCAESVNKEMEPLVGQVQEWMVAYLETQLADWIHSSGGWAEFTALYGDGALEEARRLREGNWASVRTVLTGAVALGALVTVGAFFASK
Cdc42 wt = modulators (inhibitors or activators) of GTP binding to human Cdc42 wildtype | AID 761 | percent activity (GTP binding), % at 10 µM | GST-Cdc42 beads, Bodipy-GTP binding, flow cytometry; actives lie on both sides | P60953 | actives 0.2% (n = 190,000);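 active = percent activity GTP binding at least 20 points away from the 100% baseline, either down as inhibitor or up as activator; inconclusive = compound flagged as likely green fluorescent from well-wide comparison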;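 note: median bead fluorescence of bound Bodipy-FL-GTP at 100 nM; 0% = excess unlabeled GTP control and 100% = no compound control; below 100% means less GTP binding so inhibitor and above means activator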
HRas wt GTP bind = modulators of GTP binding to human HRas wildtype; P01112; GST-Ras wt beads, Bodipy-FL-GTP binding, flow cytometry; actives lie on both sides; GTP binding activity, % at 10 µM; actives 0.14% (n = 190,000); AID 759;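 active = GTP binding activity at least 20% away from the 100% baseline, either lowered as inhibitor or raised as activator; inconclusive = flagged as likely green fluorescent, judged across all proteins in the well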;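 note: 0% = unlabeled GTP competition control and 100% = no-compound control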
Bim-Bfl-1 = human Bim-Bfl-1 interaction inhibition; Bead-based flow cytometry, Bim-Bfl-1 binding inhibition; inhibition, % at 10 µM; actives 0.12% (n = 190,000);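 note: 0% = wells without compound plus tracer and 100% = blocker peptide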
Rac1 wt GTP bind = human Rac1 wildtype GTP binding, inhibitors and activators; P63000; GST-Rac1 beads, fluorescent GTP binding, flow cytometry; actives lie on both sides; 0 = cold GTP competed, 100 = untreated; GTP binding activity (% of control), % at 10 µM; actives 0.27% (n = 190,000); AID 757;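 active = GTP binding activity at least 20 points away from the 100% control level, either lower or higher; inconclusive = compound flagged as likely green fluorescent, judged across all proteins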
Rab2 wt GTP = changes GTP binding to wildtype dog Rab2A, up or down. GST-Rab2 wt beads, Bodipy-GTP binding, flow cytometry. P61105. actives 0.19% (n = 190,000). GTP binding activity, % at 10 µM. AID 760;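 active = GTP binding activity at least 20 points away from 100%, either lowered or raised; inconclusive = signal likely due to the compound's own green fluorescence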;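 note: 0% = beads with excess unlabeled GTP and 100% = no-compound control corrected for plate trend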
Rab7 wt GTP bind = dog Rab7 wildtype GTP binding, inhibitors and activators; GST-Rab7 beads, fluorescent GTP binding, flow cytometry; actives lie on both sides; untreated = 100%, excess cold GTP = 0%; GTP binding activity (percent of control), % at 10 µM; actives 0.055% (n = 190,000);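 active = fluorescent GTP binding to Rab7 beads changed by at least 20 points from the 100% baseline, either direction, mostly lower; inconclusive = compound itself probably fluorescent, or too few beads counted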;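 note: median green fluorescence of bound Bodipy-FL-GTP per Rab7 bead population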
Bim-Bcl-B = human Bim-Bcl-B interaction inhibition; Q9HD36; bead-based flow cytometry, Bim peptide-Bcl-B binding; inhibition, % at 10 µM; actives 0.073% (n = 190,000); AID 951;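 note: 0% = tracer peptide without compound and 100% = reference inhibitor peptide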
Target sequence (Q9HD36 whole entry, looked up): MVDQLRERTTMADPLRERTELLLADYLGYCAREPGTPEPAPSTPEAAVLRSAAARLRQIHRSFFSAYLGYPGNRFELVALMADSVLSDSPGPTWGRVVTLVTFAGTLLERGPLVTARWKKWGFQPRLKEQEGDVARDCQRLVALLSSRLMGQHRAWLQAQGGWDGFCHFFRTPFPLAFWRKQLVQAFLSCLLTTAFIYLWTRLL
Bim-Bcl-XL = human Bim-Bcl-XL interaction inhibition | inhibition, % at 10 µM | Bim peptide-Bcl-XL binding, bead flow cytometry, fluorescence | AID 1007 | Q07817 | actives 0.04% (n = 190,000)
Target sequence (Q07817 whole entry, looked up): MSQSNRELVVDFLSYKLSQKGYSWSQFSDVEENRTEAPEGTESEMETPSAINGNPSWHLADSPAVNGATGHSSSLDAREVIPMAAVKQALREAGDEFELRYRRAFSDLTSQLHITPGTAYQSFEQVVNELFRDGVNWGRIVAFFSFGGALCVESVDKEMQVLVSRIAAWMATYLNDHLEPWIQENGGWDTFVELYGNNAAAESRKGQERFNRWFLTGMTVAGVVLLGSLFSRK
Bim-Bcl-2 = disrupts Bim peptide binding to human Bcl-2. P10415. actives 0.06% (n = 190,000). inhibition, % at 10 µM. Bead-based flow cytometry, Bim peptide-Bcl-2 binding; in the data active = inhibition above about 40%; inconclusive = no clear call, values can overlap the other calls;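 note: 0% = no compound wells with probe peptide and 100% = reference peptide inhibitor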
Target sequence (P10415 whole entry, looked up): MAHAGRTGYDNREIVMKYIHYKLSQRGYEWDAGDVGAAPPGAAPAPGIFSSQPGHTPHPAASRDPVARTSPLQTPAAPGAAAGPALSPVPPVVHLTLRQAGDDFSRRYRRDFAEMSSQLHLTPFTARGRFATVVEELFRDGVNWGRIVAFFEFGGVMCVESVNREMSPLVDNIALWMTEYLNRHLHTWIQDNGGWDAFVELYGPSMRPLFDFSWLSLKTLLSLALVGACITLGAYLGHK
Rac1 act GTP bind = modulators of GTP binding to human Rac1 activated mutant; GST-Rac1 activated beads, fluorescent GTP binding, flow cytometry; actives lie on both sides; 100% means binding = to untreated wells; percent activity (GTP binding), % at 10 µM; P63000; actives 0.11% (n = 190,000);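 active = GTP binding at least 20 percentage points away from the 100% baseline, in either direction, so actives lie on both sides; inconclusive = Compound likely fluorescent itself, or too few beads counted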
Starred values were filed as active, the others as inactive; ? = inconclusive; [ ] = another dose, or the depositor's remark. Cut-off read from the data, not from the text of the source, unless noted: active = inhibition above about 40%.

entry	molecule	Bim-Bcl-W	Cdc42 wt	HRas wt GTP bind	Bim-Bfl-1	Rac1 wt GTP bind	Rab2 wt GTP
1	Cc1c(NC(=S)Nc2ccc(Cl)cc2)c(=O)n(-c2ccccc2)n1C	-8	97	99	-6	99	97
2	C=CCSc1nc2ccccc2n1C(=O)/C=C/c1ccc(OC)c(OC)c1	-1	99	99	0	108	101
3	O=C(CSc1nnnn1-c1cccnc1)NCc1cccs1	0	108	104	0	103	105
4	CC(=O)NCCOC(=O)Nc1sc(=S)n(C)c1C	-4	97	98	0	100	97
5	C/C(=N\NS(=O)(=O)c1ccc([N+](=O)[O-])cc1)c1ccc(NC(=O)c2ccco2)cc1	1	94	93	-7	92	94
6	COc1ccc(N=Cc2oc3ccc4ccccc4c3c2O)cc1	-3	90	95	-2	96	95
7	Cc1ccc(/C([O-])=C(/C(=S)Nc2ccc(SC(F)F)cc2)[n+]2ccccc2)cc1[N+](=O)[O-]	0	?	?	9	?	?
8	CC(C)Oc1ccc(CNC2CCOC(C)(C)C2)cc1 (stereo not given)	-2	96	97	-14	98	95
9	O=C(Nc1ccc(-c2nc3ccccc3[nH]2)cc1)c1ccco1	1	98	97	0	98	97
10	COc1ccc(NC(=O)c2cc3c(Cl)nc4ccccc4c3s2)cc1OC	1	91	92	1	92	89

entry	Rab7 wt GTP bind	Bim-Bcl-B	Bim-Bcl-XL	Bim-Bcl-2	Rac1 act GTP bind
1	98	-5	-9	-7	97
2	102	-3	0	-3	100
3	104	0	0	0	100
4	100	-10	-4	8	95
5	99	-1	-1	-2	93
6	105	-7	-1	-2	92
7	?	-1	-1	2	?
8	96	-11	-14	-12	95
9	98	0	2	-2	98
10	94	-1	3	0	99

(cont.)
entry	molecule	Bim-Bcl-W	Cdc42 wt	HRas wt GTP bind	Bim-Bfl-1	Rac1 wt GTP bind	Rab2 wt GTP
11	Cc1csc(NC(=O)c2nc3nc(C)cc(C)n3n2)n1	4	96	96	5	97	96
12	CCOc1ccc2ccccc2c1/C=N/n1cncn1	1	115	100	-12	130*[activator]	102
13	CC12CCC(C(=O)NCC3CCCO3)(OC1=O)C2(C)C (stereo not given)	1	105	103	-10	106	102
14	O=c1c([N+](=O)[O-])c(N2CCOCC2)c2ccccc2n1-c1ccccc1	0	94	97	-4	98	96
15	O=C(O)CSC1c2ccccc2C(=O)N1Cc1ccccc1 (stereo not given)	0	104	103	-1	101	103
16	COc1ccccc1NC(=S)NCc1cccs1	-3	103	106	0	105	102
17	Cn1c(=O)c(C(=O)CN2CCCCCC2)c(N)n(Cc2ccccc2)c1=O	0	95	95	-5	96	95
18	CCOC(=O)CCP(=O)(O)C(O)c1ccccc1 (stereo not given)	0	100	100	-16	104	101
19	O=C1CCCCC1Sc1nnc(Nc2ccccc2)s1 (stereo not given)	0	94	94	-5	93	94
20	C/C(=N\NC(=O)c1c(Br)c(C)nn1C)c1cccc(NC(=O)c2ccccc2F)c1	-3	99	98	-1	101	96

entry	Rab7 wt GTP bind	Bim-Bcl-B	Bim-Bcl-XL	Bim-Bcl-2	Rac1 act GTP bind
11	94	10	1	8	96
12	98	-11	-3	-8	104
13	102	-5	1	-3	98
14	97	-4	-2	-1	95
15	96	-3	-2	-6	101
16	102	-4	-7	-1	101
17	93	-1	1	-4	95
18	96	-9	-12	-8	98
19	91	-2	0	-2	94
20	100	-5	1	0	99

(list continues)
entry	molecule	Bim-Bcl-W	Cdc42 wt	HRas wt GTP bind	Bim-Bfl-1	Rac1 wt GTP bind	Rab2 wt GTP
21	CCCCNC(=O)COC(=O)c1cc(Br)ccc1Cl	-5	100	99	-16	100	100
22	Cc1ccc(NC2=C(Cl)C(=O)OC2OC(=O)c2ccccc2C)cc1 (stereo not given)	-4	94	97	4	102	98
23	O=C(N/N=C/c1sc(N2CCCCC2)nc1-c1cccs1)C1CC1	-3	?	?	-2	?	?
24	COc1ccc(-c2c(C)n([O-])c3c([n+]2=O)CCCCC3)cc1	-2	100	101	-6	103	99
25	O=C(CN1C(=O)C2CC=CCC2C1=O)OCCN1C(=O)c2ccccc2C1=O (stereo not given)	-1	98	95	-15	97	96
26	CCC/C=N/NC(=O)c1ccc(F)cc1	-4	96	97	0	97	98
27	CCOC(=O)c1cnc(Nc2nc3ccccc3o2)nc1CN1CCN(C)CC1	0	99	98	-3	98	96
28	CCCCCCCN1C2=NCCCN2c2ccccc21	-3	99	99	-6	101	100
29	O=Cc1cnc(N2CCN(c3ccccc3)CC2)s1	0	97	96	-2	102	97
30	NC(=NCCc1c[nH]c2ccccc12)NC(=O)c1ccc(Cl)cc1	3	97	96	-2	104	94

entry	Rab7 wt GTP bind	Bim-Bcl-B	Bim-Bcl-XL	Bim-Bcl-2	Rac1 act GTP bind
21	101	-10	-9	-10	99
22	103	4	-5	1	96
23	?	-3	-2	0	?
24	103	1	-2	-3	100
25	98	-7	3	-9	97
26	100	-1	-3	0	95
27	97	0	-2	2	97
28	107	-7	-2	0	97
29	100	-5	-1	-3	96
30	96	-3	5	1	96

The list continues:
entry	molecule	Bim-Bcl-W	Cdc42 wt	HRas wt GTP bind	Bim-Bfl-1	Rac1 wt GTP bind	Rab2 wt GTP
31	COc1cc(CO)cc(-c2cc(CO)cc(OC)c2OC)c1OC	8	105	105	-10	111	103
32	COc1ccc(NC(=O)NCCc2ccc(Cl)cc2)cc1OC	-3	98	96	-6	99	98
33	CC(=O)NCc1ccc(S(=O)(=O)N/N=C/c2ccccc2)cc1	1	98	98	0	101	95
34	CCOc1ccc(-c2csc(NC(=O)c3ccc(S(=O)(=O)N4CCc5ccccc5C4)cc3)n2)cc1	-3	103	104	-1	106	101
35	Cc1ccc(C)c(NS(=O)(=O)c2ccc(OCC(=O)NCc3ccccn3)cc2)c1	-1	93	96	-5	97	94
36	COc1cccc(C(=O)NCCCn2ccnc2)c1	4	99	96	-5	99	99
37	O=C(COC(=O)c1cc(-c2cccs2)nc2ccccc12)NC1CCS(=O)(=O)C1 (stereo not given)	4	90	96	-3	92	93
38	COc1ccc(Nc2nnc(Cc3ccccc3)c(=O)[nH]2)c(OC)c1	-5	100	98	-15	103	97
39	c1nc(N2CCC3(CC2)OCCO3)c2[nH]cnc2n1	-1	98	101	-1	102	101
40	Cc1cc(C)n(CC(C)O)c(=O)c1C#N (stereo not given)	-1	100	99	-10	100	97

entry	Rab7 wt GTP bind	Bim-Bcl-B	Bim-Bcl-XL	Bim-Bcl-2	Rac1 act GTP bind
31	106	-7	-5	-3	102
32	93	-4	-3	-1	96
33	98	-5	-1	1	96
34	103	-10	-6	-2	105
35	95	-5	-4	-4	93
36	101	-1	-2	0	96
37	105	-2	4	-3	93
38	96	-4	-7	-8	95
39	102	-3	0	0	99
40	98	-6	-14	-7	97

Following part:
entry	molecule	Bim-Bcl-W	Cdc42 wt	HRas wt GTP bind	Bim-Bfl-1	Rac1 wt GTP bind	Rab2 wt GTP
41	COC(=O)c1ccc(Sc2ccccc2NS(=O)(=O)c2ccc(NC(C)=O)cc2)nc1	-2	91	93	-7	93	94
42	C(=C\c1nc(-c2cccnc2)no1)/c1ccccc1	0	101	100	-2	105	97
43	Cc1ccc(C(NC(N)=O)c2ccccc2C)cc1 (stereo not given)	3	100	99	-6	103	97
44	CCOC(=O)C1=C(C)Nc2nc(SCC(=O)OC)nn2C1c1cc(F)cc(F)c1 (stereo not given)	1	106	105	-9	107	105
45	CC(C)(C)NC(=O)C1CC(=O)OC12CCOC(C)(C)C2 (stereo not given)	-1	99	96	-15	99	97
46	COc1ccc(C(=O)Nc2ccc(Cl)cc2C(=O)NCc2ccco2)cc1	-4	99	99	0	104	99
47	OCCC1CN(Cc2nc3c(s2)CCCC3)CCN1CCc1ccccc1 (stereo not given)	0	99	98	-4	100	98
48	CCOc1ccc(-c2nc(S(=O)(=O)c3ccccc3)c(NCc3cccnc3)o2)cc1	-3	105	104	-16	105	104
49	COc1cccc(-n2nnnc2SCC(=O)NCCc2ccc(OC)c(OC)c2)c1	0	97	97	-8	99	96
50	C/C(=C\C(=S)Nc1ccccc1)Nc1cccc2ccccc12	-2	98	97	-1	103	95

entry	Rab7 wt GTP bind	Bim-Bcl-B	Bim-Bcl-XL	Bim-Bcl-2	Rac1 act GTP bind
41	96	-10	-8	-3	91
42	96	-1	0	-3	96
43	98	-5	-4	0	100
44	103	-9	-12	-7	101
45	98	-6	-1	-3	97
46	96	-7	-6	0	98
47	98	-4	-5	-1	97
48	101	-10	0	-10	100
49	97	-2	1	-1	94
50	100	-4	-7	-3	95

New compounds follow.
entry	molecule	Bim-Bcl-W	Cdc42 wt	HRas wt GTP bind	Bim-Bfl-1	Rac1 wt GTP bind	Rab2 wt GTP
51	Cn1ccnc1C(O)(c1nnc(-c2ccccc2)o1)C(F)(F)F (stereo not given)	0	96	99	0	96	98
52	CCCc1cc(=O)[nH]c(SCCOc2ccc(Cl)cc2)n1	-4	100	100	-8	100	98
53	COC(=O)c1ccc(C)c(NC(=S)NCc2ccc(Cl)cc2)c1	-8	103	100	-15	103	98
54	O=C(Nc1ccccc1)N1CCSc2cc(Cl)ccc21	0	98	99	-18	102	99
55	CCc1ccc(NC(=O)N2CCN(c3ccc(F)cc3)CC2)cc1	-3	94	95	-7	97	96
56	COc1ccc(N/C(=C(/C(Cl)=C(Cl)Cl)[N+](=O)[O-])n2nnc3ccccc32)cc1	-1	100	101	-13	98	98
57	Cc1cccc(-c2cc(N)n(-c3ccccc3)n2)c1	1	94	96	-4	99	96

entry	Rab7 wt GTP bind	Bim-Bcl-B	Bim-Bcl-XL	Bim-Bcl-2	Rac1 act GTP bind
51	96	1	-1	-2	98
52	99	-7	0	-2	97
53	103	-9	-10	-11	97
54	97	-9	-7	-12	98
55	95	-2	-2	-5	94
56	103	-7	-3	-5	97
57	93	0	1	5	98

Compounds shown so far with a thiophene ring, fused or not:
entry	molecule	Bim-Bcl-W	Cdc42 wt	HRas wt GTP bind	Bim-Bfl-1	Rac1 wt GTP bind	Rab2 wt GTP
3	O=C(CSc1nnnn1-c1cccnc1)NCc1cccs1	0	108	104	0	103	105
10	COc1ccc(NC(=O)c2cc3c(Cl)nc4ccccc4c3s2)cc1OC	1	91	92	1	92	89
16	COc1ccccc1NC(=S)NCc1cccs1	-3	103	106	0	105	102
23	O=C(N/N=C/c1sc(N2CCCCC2)nc1-c1cccs1)C1CC1	-3	?	?	-2	?	?
37	O=C(COC(=O)c1cc(-c2cccs2)nc2ccccc12)NC1CCS(=O)(=O)C1 (stereo not given)	4	90	96	-3	92	93

entry	Rab7 wt GTP bind	Bim-Bcl-B	Bim-Bcl-XL	Bim-Bcl-2	Rac1 act GTP bind
3	104	0	0	0	100
10	94	-1	3	0	99
16	102	-4	-7	-1	101
23	?	-3	-2	0	?
37	105	-2	4	-3	93
